# KCNK9 block – human KCNK9 channel inhibition | Q9NPC2 | HEK293 KCNK9, FluxOR thallium flux fluorescence; active compounds read low | B-score at 10 µM | 1.2% of 310,000 active | AID 488922;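 active = ratio B-score over 3 SD below the library mean, with starting fluorescence within 5 SD of its mean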;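 note: negative B-score means less thallium flux so channel inhibition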
# KCNQ1 inh – inhibitors of human KCNQ1 potassium channel | B-score at 10 µM | P51787 | CHO-K1 KCNQ1, FluxOR thallium flux fluorescence; active compounds read high | 1.3% of 310,000 active;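 active = compounds whose thallium flux B-score, printed positive for inhibition, exceeds three library SD while starting fluorescence stays within three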;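 note: channel opened by potassium depolarization with thallium stimulus after 20 min compound exposure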
# KCNQ1 pot – potentiators or activators of human KCNQ1 potassium channel; CHO-K1 KCNQ1, thallium flux FluxOR fluorescence; active compounds read high; 0.35% of 310,000 active; B-score at 10 µM; AID 2648; P51787;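 active = fluorescence ratio B-score, a plate-corrected score, at least three library SD, with initial intensity B-score within 5 SD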
#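 System: Stable KCNQ1 CHO-K1 line | Incubation: 90 min dye loading and 20 min compound exposure, both at room temperature | Measure: Ratio B score | Medium: Assay buffer for compound exposure, DMSO matched across wells | Compound dosing: Single-concentration screen | Probe or stimulus: K+/Tl+ depolarizing stimulus | Measured by: Kinetic FluxOR fluorescence, 10 s baseline plus 110 s post-stimulus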
# hERG protect – hERG (human) protection from proarrhythmic block. activation (rescue from dofetilide block), less the hit threshold, % at 10 µM. AID 1511. 0.51% of 310,000 active. Q12809. CHO-hERG, FluxOR thallium flux, dofetilide IC70 present;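 active = activation above the mean of controls blocked by dofetilide plus 5 SD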;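 note: thallium influx through hERG after potassium depolarization seen as dye fluorescence rise; in these data hits start at about 4.7%; inactives centre near -7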
# GSK3beta inhib – blocks human GSK3beta kinase activity | P49841 | GST-GSK3beta kinase, ADP-Glo luminescence, 60 min; active compounds read low | activity score (negative = inhibition), % at 10 µM | 0.038% of 300,000 active | AID 2097;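 active = more than half of replicate wells score below -50%, meaning over 50% inhibition versus plate controls; inconclusive = some replicates but at most half score below -50%; inactive = no replicate scores below -50%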;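 note: 0% = median DMSO wells and -100% = median GW8510 positive control wells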
# Target sequence (P49841 whole entry, looked up): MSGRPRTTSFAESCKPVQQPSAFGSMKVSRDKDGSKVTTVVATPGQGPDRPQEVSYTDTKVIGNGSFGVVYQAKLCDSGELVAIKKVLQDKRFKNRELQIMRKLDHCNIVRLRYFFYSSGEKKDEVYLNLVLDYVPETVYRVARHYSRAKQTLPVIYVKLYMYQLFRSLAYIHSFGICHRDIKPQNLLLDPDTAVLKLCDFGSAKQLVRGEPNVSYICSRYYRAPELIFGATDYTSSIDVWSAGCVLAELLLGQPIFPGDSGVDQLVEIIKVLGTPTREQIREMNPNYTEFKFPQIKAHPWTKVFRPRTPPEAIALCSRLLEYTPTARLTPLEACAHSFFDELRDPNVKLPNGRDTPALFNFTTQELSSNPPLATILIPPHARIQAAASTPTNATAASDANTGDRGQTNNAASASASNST
#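 Test system – GST-tagged human GSK3beta kinase, cell-free · Incubation – 60 min enzyme reaction, room temperature · Signal – ADP-Glo luminescence · Also added – peptide substrate and ATP at 25 µM · Controls – DMSO neutral wells and GW8510 at 20 µM as positive · Buffer or medium – Tris/MgCl2 kinase buffer · Measure – Luminescence-derived activity versus plate DMSO and GW8510 wells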
# KCNK3 block – human KCNK3 channel inhibition, primary screen. CHO-KCNK3 thallium flux, FluxOR fluorescence; active compounds read low. B-score at 10 µM. 0.84% of 340,000 active;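 active = B-score under library mean minus 4 SD, starting fluorescence ratio at most library mean plus 5 SD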;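 note: more negative B-score means stronger inhibition of thallium flux through KCNK3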
# RGS4 act – RGS4 potentiation or activation; HEK293 M3R/inducible RGS4, carbachol calcium flux Fluo4; active compounds read low; B-score at 10 µM; 0.92% of 310,000 active;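 active = B-score of the integrated calcium signal more than 4 SD below the library mean, with starting fluorescence not abnormally high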;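 note: negative B-score means reduced calcium response which marks RGS4 activation or potentiation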
#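 Also added: carbachol at ECmax as muscarinic agonist stimulus; Assay system: HEK293 cells with stable M3R and inducible RGS4; Timing: overnight RGS4 induction, 30 min dye load 37 °C, 20 min compound RT; Measured by: Fluo4-AM (2 µM) calcium-flux fluorescence, kinetic read.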
# PolyA inhibitor – inhibitors of polyadenylation in S. cerevisiae; calls only at 12 µM; S. cerevisiae SKY197-pL101 polyadenylation reporter, beta-gal luminescence; efflux-impaired pdr1/pdr3 knockout yeast; score 100 = 6 SD above DMSO; 0.02% of 300,000 active;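 active = lowest replicate activity score at least 50, where 100 means six control SD above control mean; inconclusive = lowest score under 50 but half or more replicates reach 50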;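 note: yeast exposed to compound for 9 h at 30 °C; higher score means more reporter readthrough which indicates perturbed polyadenylation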
# Dyrk1A ADPGlo – inhibitors of rat Dyrk1A kinase; ADP-Glo luminescence, NFATc1 peptide; 0.43% of 310,000 active; Q63470; inhibition, % at 12.5 µM; in the data active = inhibition above about 50%;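 note: plate controls were vehicle with enzyme for no effect and no enzyme for full effect; many of its hits are not listed in these tables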
# HDAC3 inh – human HDAC3 inhibition; recombinant HDAC3, fluorogenic peptide/trypsin coupled, fluorescence; inhibition, % at 8.3 µM; 0.15% of 320,000 active; AID 2718; O15379; in the data active = inhibition above about 26%, passing the limit was not always enough; inconclusive = no clear call, values can overlap the other calls
# GSK3A inh – blocks human GSK-3 alpha kinase. P49840. ADP-Glo luminescence, 60 min. inhibition, % at 10 µM. 0.1% of 320,000 active. AID 2650;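 in the data active = inhibition above about 50%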;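 note: GST-tagged GSK-3 alpha with peptide substrate and 25 µM ATP; 0% = DMSO neutral wells and 100% = GW8510 positive control wells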
# Target sequence (P49840 whole entry, looked up): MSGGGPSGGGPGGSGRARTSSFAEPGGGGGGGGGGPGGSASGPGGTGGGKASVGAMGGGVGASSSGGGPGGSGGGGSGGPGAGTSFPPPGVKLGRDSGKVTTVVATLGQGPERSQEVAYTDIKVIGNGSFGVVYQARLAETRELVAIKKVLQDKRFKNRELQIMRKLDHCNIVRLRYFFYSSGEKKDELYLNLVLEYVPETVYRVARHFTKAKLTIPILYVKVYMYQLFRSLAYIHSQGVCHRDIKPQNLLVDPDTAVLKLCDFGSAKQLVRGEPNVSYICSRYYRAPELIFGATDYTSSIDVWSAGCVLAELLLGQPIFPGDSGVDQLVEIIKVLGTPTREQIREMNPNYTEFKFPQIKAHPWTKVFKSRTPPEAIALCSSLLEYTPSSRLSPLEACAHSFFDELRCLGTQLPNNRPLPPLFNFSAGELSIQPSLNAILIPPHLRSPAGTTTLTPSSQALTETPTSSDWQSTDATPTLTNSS
# Starred values were filed as active, the others as inactive; i = inactive; ? = inconclusive; / = no result given. Some of the compounds tested; count on the stated rates, not on these rows.
SMILES,KCNK9 block,KCNQ1 inh,KCNQ1 pot,hERG protect,GSK3beta inhib,KCNK3 block,RGS4 act,PolyA inhibitor,Dyrk1A ADPGlo,HDAC3 inh,GSK3A inh
COc1ccccc1CCNC(=O)CNC(=O)c1ccc2ccccc2c1,i,i,i,-10,0,i,i,i,5,1,-1
CC(O)COc1ccc(/C(=N/O)c2ccccc2)cc1 (centres undefined),i,i,i,-11,3,i,i,i,0,-3,/
COc1ccc(C(=O)COC(=O)CCn2nnc(-c3cccc(O)c3OC)n2)cc1,i,i,i,1,1,i,i,i,0,-10,3
CC(C)(C)OC(=O)CNC(=O)c1[nH]cnc1C(=O)Nc1ccc(Cl)cc1,i,i,i,0,-2,i,i,i,9,6,2
NC(N)=NN=C1CCC(c2ccccc2)CC1 (centres undefined),i,i,i,-5,2,i,i,i,1,-1,-2
Cc1ccc(S(=O)(=O)NN2C(=O)c3ccccc3NC2c2ccccc2O)cc1 (centres undefined),i,i,i,-13,3,i,i,i,-3,5,0
CC1(C)Cc2c(C#N)c(SCC(=O)c3ccccc3)nc(N3CCOCC3)c2CO1,i,i,i,-7,-4,i,i,/,-3,5,-1
CSC1=NCCN1C(=O)Cc1ccc(Cl)cc1,i,i,i,-5,3,i,i,i,1,-6,0
CCOCCCNC(=O)CN1C(=O)COc2ccc(S(=O)(=O)N3CCCCCC3)cc21,i,i,i,-3,-5,i,i,i,0,/,/
CN1C(=O)/C(=C/c2ccccc2OCc2cccc(F)c2)NC1=S,i,i,i,-10,0,i,i,i,5,-1,1
CC(=O)Oc1c(-c2ccc(Br)o2)oc2ccccc2c1=O,i,i,113*,40*,2,i,i,i,12,-80,1
C/C(=N/NC(=O)c1ccc2c(c1)OCO2)c1cccc([N+](=O)[O-])c1,i,i,i,-4,-3,i,i,i,1,1,0
CCCc1c(C(=O)Nc2ccc(OC)cc2)cnn1-c1ccccc1,i,i,i,-10,-6,i,i,/,/,2,5
Cc1c(F)cccc1NC(=O)CCCCCC1NC(=O)NC1C (centres undefined),i,i,i,-2,2,i,i,i,-7,2,0
Cc1cc(C)c(S(=O)(=O)c2cccc(C)c2C)c(=O)[nH]1,i,i,i,-2,0,i,i,i,-6,1,-1
COc1ccc(NC(=O)NC2(C)CCS(=O)(=O)C2)cc1 (centres undefined),i,i,i,-3,0,i,i,i,2,/,/
O=C(NNC(=O)c1cc2cc3ccccc3nc2s1)c1cccc(Cl)c1,i,i,i,-2,0,i,i,i,-4,0,-3
CCS(=O)(=O)c1ccc2c(c1)N(S(C)(=O)=O)CC(C(=O)NCCOC)O2 (centres undefined),i,i,i,-13,1,i,i,i,1,-1,0
Cc1ccc(C(=O)OCc2cn(-c3ccccc3)nn2)cc1,i,i,i,-13,-1,i,i,i,2,8,-2
Nc1ccc(C(=O)NC23CC4CC(CC(C4)C2)C3)cc1,i,i,i,-6,7,i,i,i,1,2,1
COC(=O)c1sccc1-n1cccc1C(=O)C(=O)Nc1ccc(F)cc1,i,i,i,-10,-1,i,i,i,0,-8,4
Cc1ccc(C(=O)NC(N(C)C)C(Cl)(Cl)Cl)cc1 (centres undefined),i,i,i,-8,0,i,i,i,6,-3,1
O=C(CSc1nc2ccc(N3CCOCC3)cc2c(=O)n1CCc1ccccc1)NCC1CCCO1 (centres undefined),i,i,i,-19,1,i,i,i,0,1,-5
CN(c1ccc(OCC(=O)OCC(=O)Nc2ccccc2F)cc1)S(=O)(=O)c1cccs1,i,i,i,-12,4,i,i,i,/,4,-3
NS(=O)(=O)c1ccc(NC(=O)c2ccc3nccnc3c2)cc1,i,i,i,-3,-2,i,i,i,0,0,1
NCCOc1ccccc1Cc1ccccc1,i,i,i,-5,1,i,i,i,7,1,0
COC1=C/C(=C/c2c(N)n3nc(CC(=O)N4CCOCC4)sc3nc2=O)C=CC1=O,i,i,i,-9,9,i,i,i,1,2,5
CCOC(=O)c1cnc2c(C(F)(F)F)cccc2c1N1CCOCC1,i,i,i,-7,2,i,i,i,4,5,0
COc1ccc(C(C)=O)cc1CSc1nc2ccccc2c(=O)n1-c1cccc(C)c1,i,i,i,-8,-1,i,i,i,-5,5,-2
Cc1c(C(=O)NC(=S)NCC(C)C)oc2ccccc12,i,i,i,-5,0,i,i,i,-3,-1,-4
COC(=O)c1ccc(-n2c(C)cc(-c3csc(NC(=O)c4ccc(S(=O)(=O)N(C)C)cc4)n3)c2C)cc1,i,i,i,-6,0,i,i,i,-9,2,-3
COC(=O)c1c(C)[nH]c(C(=O)/C=C/c2ccccc2)c1C,i,i,i,-2,2,i,i,i,-4,/,/
CC(C(=O)NC1CCCC1)N(C(=O)Cn1nnc(-c2ccc(F)cc2)n1)c1ccccc1F (centres undefined),i,i,i,-12,-5,i,i,i,1,2,-1
COC(=O)c1ccc(CSc2nc3scc(-c4cccs4)c3c(=O)[nH]2)o1,i,i,i,-10,0,i,i,i,-4,42*,0
COc1ccc(C(=O)COC(=O)c2ccc(NC(=O)c3ccccc3)cc2)cc1,i,i,i,-9,-1,i,i,i,-12,-5,0
CCN(CC)CCCNC(=O)c1oc2ccc(S(=O)(=O)N3CC(C)CC(C)C3)cc2c1C (centres undefined),i,i,i,-6,-1,i,i,i,-6,-2,0
CN1CCN(CC(=O)Nc2c(C(=O)C3CC3)oc3ccccc23)CC1,i,i,i,-7,1,i,i,i,-2,7,-2
Cc1ccc(-c2cc(C(=O)N3CCCC(C(F)(F)F)C3)c3ccccc3n2)o1 (centres undefined),i,i,i,-15,2,i,i,i,0,-29,-2
CCOc1ccccc1N(CC(=O)N1CCC(C(N)=O)CC1)S(=O)(=O)c1ccc(SC)cc1,i,i,i,-13,3,i,i,i,1,2,-2
Cc1nc(SCc2c(F)cccc2Cl)c2c(=O)n(C)c(=O)n(C)c2n1,i,i,i,-4,3,i,i,i,1,0,0
CCOCCCNCc1cn(-c2ccc(F)cc2F)nc1-c1ccccc1C,i,i,i,-14,1,i,i,i,-2,5,-1
O=c1[nH]c(-c2ccccc2)cs1,i,i,i,-3,2,i,i,i,5,-5,0
Cc1nnc(SCc2cc(=O)oc3ccc4ccccc4c23)n1Cc1ccccc1,i,i,i,-10,2,i,i,i,11,?,2
Cc1ccc(S(=O)(=O)NCCC(=O)Nc2ccncc2)cc1C,i,i,i,-8,1,i,i,i,1,1,-3
COc1ccc(S(=O)(=O)N(CC(=O)O)c2ccc(C)cc2)cc1,i,i,i,0,0,i,i,i,-4,6,-6
O=C1CC(N2CCC(c3nc4ccccc4o3)CC2)C(=O)N1c1cc(Cl)cc(Cl)c1 (centres undefined),-8.6*,8*,i,-6,-1,i,i,i,5,0,-1
Nc1cnnc(N/N=C\c2ccccc2)c1Cl,i,i,i,-10,-3,i,i,i,9,9,0
O=C(COC(=O)c1ccc(-c2cnc3ccccc3n2)cc1)c1ccccc1,i,i,i,-5,-4,i,i,i,8,-1,-1
COc1ccc(NC(=O)C(=O)c2cn(CC(=O)N3CCCC3)c3ccccc23)cc1OC,i,i,i,-10,0,i,i,i,-6,8,2
O=c1c2c(nc3c(-c4ccc(Cl)cc4)c[nH]n13)CCC2,i,i,i,-1,1,i,i,i,2,-2,3
COc1ccccc1NS(=O)(=O)c1ccc(C(N)=O)cc1,i,i,i,-3,-3,i,i,i,6,0,-2
O=C(/C(=C/O)N=Nc1cccc(C(F)(F)F)c1)c1ccccc1,i,i,i,-3,1,i,i,i,0,7,4
Cc1ccc(C(=O)Nc2nnn(C)n2)cc1,i,i,i,-7,-3,i,i,i,4,2,-2
COc1ccc(CC(=O)N/N=C(/C)c2ccco2)cc1,i,i,i,-3,0,i,i,i,-2,1,-1
Clc1ccccc1-c1nnc2n1CCCCC2,i,i,i,-1,-3,i,i,i,-4,0,-4
CC(=O)Nc1ccccc1NC(=O)C/C(C)=N/NC(=O)c1ccc([N+](=O)[O-])c(Cl)c1,i,i,i,1,-3,i,i,i,1,9,0
Cc1cc(C)c(NC(=O)CSc2nccn2C)c(C)c1,i,i,i,-5,1,i,i,i,0,-2,1
CCCN(CCC)S(=O)(=O)c1ccc(NC(=O)Cc2cccs2)cc1,i,i,i,-7,-2,i,i,i,2,16,0
Cc1ccsc1C(=O)NC1CCCN(Cc2ccc(Cl)cc2)C1 (centres undefined),i,i,i,-2,3,i,i,i,4,-1,2
O=C(c1ccc(F)cc1)c1ccc(N2CCCC2)cc1,i,i,i,-7,0,i,i,i,4,11,0
# Next section
SMILES,KCNK9 block,KCNQ1 inh,KCNQ1 pot,hERG protect,GSK3beta inhib,KCNK3 block,RGS4 act,PolyA inhibitor,Dyrk1A ADPGlo,HDAC3 inh,GSK3A inh
COC(=O)C1(C)NC(c2ccco2)C2C(=O)N(c3ccc(F)cc3)C(=O)C21 (centres undefined),i,i,i,2,-5,i,i,i,-5,3,-1
C#Cc1ccc(CN2CCN(Cc3ccsc3)C(CCO)C2)cc1 (centres undefined),i,i,i,0,0,i,i,i,-1,-8,-1
CCCCCCCCNC(=O)c1cnccn1,i,i,i,-4,0,i,i,i,4,-1,-3
CCN(CC)/C(Sc1ccccc1)=C(\C(Cl)=C(Cl)Cl)[N+](=O)[O-],i,i,i,-5,2,i,i,i,0,5,0
Cc1cccc(C(=O)Oc2ccc3ccc(O)cc3c2)c1,i,i,i,1,1,i,i,i,/,4,-1
COc1ccccc1N1CCN(S(=O)(=O)c2cccc3nsnc23)CC1,i,i,i,-11,-1,i,i,i,2,-7,1
CCn1c(C)nc2cc(N)ccc21,i,i,i,-4,-1,i,i,i,16,-1,-2

# Looked up by structure from above:
SMILES,KCNK9 block,KCNQ1 inh,KCNQ1 pot,hERG protect,GSK3beta inhib,KCNK3 block,RGS4 act,PolyA inhibitor,Dyrk1A ADPGlo,HDAC3 inh,GSK3A inh
COC(=O)C1(C)NC(c2ccco2)C2C(=O)N(c3ccc(F)cc3)C(=O)C21 (centres undefined),i,i,i,2,-5,i,i,i,-5,3,-1
CCCCCCCCNC(=O)c1cnccn1,i,i,i,-4,0,i,i,i,4,-1,-3

# High-throughput results: PubChem BioAssay, several laboratories
